PMI act satM6P: activators of human phosphomannose isomerase at near-saturating mannose 6-phosphate | P34949 | activation factor at 20 µM | AID 1216 | coupled PMI enzyme assay, resazurin fluorescence, 20 min; stronger effect = higher value; 1 = untreated enzyme, 0 = substrate-free blank | 190,000 tested, 0.34% active;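 active means activation factor of 2 or more at 20 µM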
Target sequence (P34949 whole entry, looked up): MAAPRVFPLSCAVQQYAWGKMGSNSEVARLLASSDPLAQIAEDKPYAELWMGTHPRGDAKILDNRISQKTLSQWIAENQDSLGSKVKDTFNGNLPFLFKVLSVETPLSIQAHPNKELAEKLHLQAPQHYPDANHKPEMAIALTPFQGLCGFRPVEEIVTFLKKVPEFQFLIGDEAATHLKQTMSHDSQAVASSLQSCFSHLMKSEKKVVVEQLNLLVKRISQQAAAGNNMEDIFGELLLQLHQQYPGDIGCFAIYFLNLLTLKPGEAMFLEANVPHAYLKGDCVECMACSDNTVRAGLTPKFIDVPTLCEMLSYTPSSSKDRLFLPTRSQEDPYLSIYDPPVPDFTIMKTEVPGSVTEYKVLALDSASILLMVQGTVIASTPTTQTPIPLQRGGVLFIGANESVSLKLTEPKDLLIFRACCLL
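Material: human phosphomannose isomerase with PGI, G6PDH, diaphorase coupling enzymes; amount: PMI at 15 ng/mL final; also added: Mannose-6-phosphate 1.0 mM (near-saturating) plus 0.22 mM NADP+; incubation: enzyme reaction with compound 20 min at room temperature; signal: resorufin fluorescence (Ex 544/Em 590 nm) from resazurin via diaphorase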
ROMK primary: modulates human ROMK potassium channel activity; 130,000 tested, 2% active; Tet-inducible ROMK, thallium flux fluorescence; actives lie on both sides; B-score at 10 µM;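 active means signal ratio slope over the read window, or its plate-corrected B-score, at least 3 SD from the plate mean, either direction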;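 further: B-score of the F/F0 ratio slope over 7 to 12 s after thallium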
G6PDH counter: L. mesenteroides G6PDH inhibition counter-screen; Purified L. mesenteroides G6PDH, diaphorase/resazurin coupled fluorescence, 45 min; inhibition, % at 5 µM; 200,000 tested, 0.12% active; AID 1020; in the data active means inhibition above about 50%
Diaph act CS: diaphorase activation or chemical reduction counter-screen; 190,000 tested, 0.005% active; activation factor at 20 µM; Diaphorase/resazurin coupled assay, resorufin fluorescence, 16 min; stronger effect = higher value; 1 = vehicle wells, 0 = NADH-free wells;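 active means diaphorase activity raised at least twofold by the compound at 20 µM; inactive means activation factor below 2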
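Material: purified diaphorase enzyme from Clostridium kluyveri; Also added: 0.114 mM NADH and 0.1 mM resazurin, final amounts; Doses: single compound dose of 20 µM, 1% DMSO final; Times: 16 min enzyme reaction, ambient temperature; Detection: resorufin fluorescence, excitation 544 nm, emission 590 nm; Measure: increased resorufin signal from activators or reducing compounds.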
PPARg SRC-1 ag: promotes SRC-1 coactivator recruitment by human PPARgamma | P37231 | PPARgamma-SRC-1 coactivator recruitment biochemical assay | activation, % at 8 µM | 200,000 tested, 0.41% active | AID 631; in the data active means activation above about 19%;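 further: 0% = DMSO and 100% = reference agonist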
Target sequence (P37231 whole entry, looked up): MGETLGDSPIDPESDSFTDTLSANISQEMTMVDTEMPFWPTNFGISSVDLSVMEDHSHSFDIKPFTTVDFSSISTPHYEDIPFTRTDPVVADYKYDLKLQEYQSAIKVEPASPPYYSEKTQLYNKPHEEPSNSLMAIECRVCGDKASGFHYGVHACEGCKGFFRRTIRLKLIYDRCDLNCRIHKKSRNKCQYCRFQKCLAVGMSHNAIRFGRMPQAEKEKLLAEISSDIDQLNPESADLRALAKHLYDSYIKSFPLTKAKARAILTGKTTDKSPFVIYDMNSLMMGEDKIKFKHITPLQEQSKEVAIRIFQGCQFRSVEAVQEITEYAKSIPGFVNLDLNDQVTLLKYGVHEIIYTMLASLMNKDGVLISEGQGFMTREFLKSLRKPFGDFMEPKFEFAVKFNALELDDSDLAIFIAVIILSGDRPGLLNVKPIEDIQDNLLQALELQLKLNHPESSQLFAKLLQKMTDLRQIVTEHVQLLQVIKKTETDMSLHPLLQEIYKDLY
S1P3 antag: antagonists of human S1P3 receptor; 170,000 tested, 0.27% active; CHO S1P3 NFAT-BLA reporter, FRET fluorescence, antagonist mode; inhibition, % at 4.98 µM;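 active means inhibition above the plate cutoff, the mean inhibition of test wells on that plate plus 3 SD, cut at about 28% in these data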;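 further: cells challenged with S1P at its EC80 of 0.8 µM; blue over green emission ratio from cleaved BLA substrate after 4 h stimulation; 0% = S1P-stimulated wells and 100% = unstimulated DMSO-only wells; some compounds past the cut are filed as inactive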
PPARg SRC2 recr: promotes SRC-2 coactivator recruitment by human PPARgamma; P37231; AID 1032; 200,000 tested, 0.34% active; PPARgamma LBD-SRC-2 recruitment, biochemical; activation, % at 8 µM; in the data active means activation above about 22%;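 further: 0% = vehicle and 100% = reference agonist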
SRC2 TRFRET art: flags TR-FRET format artefacts in PPARgamma SRC-2 recruitment agonist screen; TR-FRET ratio at 8 µM; 200,000 tested, 0.4% active; TR-FRET artefact counter-screen; stronger effect = higher value; in the data active means TR-FRET ratio above about 2000; further: inactives centre near 1500
PMI act: increases human mannose-6-phosphate isomerase activity; purified human PMI, coupled resazurin fluorescence, 20 min; stronger effect = higher value; 1 = vehicle control, 0 substrate-free wells; activation factor at 20 µM; 190,000 tested, 0.005% active; P34949;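 active means activation factor of 2 or more at 20 µM, relative to plate controls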
PPARg SRC-3 ag: promotes SRC-3 coactivator recruitment by human PPARgamma; biochemical PPARgamma/SRC-3 coactivator recruitment assay; 200,000 tested, 0.26% active; activation, % at 8 µM; P37231; in the data active means activation above about 23%;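 further: 0% = DMSO and 100% = reference agonist; some compounds past the cut are filed as inactive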
Diaph inh CS: diaphorase inhibition or chemical oxidation counter-screen; inhibition, % at 20 µM; 190,000 tested, 0.69% active; diaphorase resazurin-to-resorufin fluorescence, NADH, 16 min; bacterial (C. kluyveri) enzyme, not human; AID 1217;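 active means primary screen inhibition at 20 µM above a set limit, cut at about 50% in these data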;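 further: plate controls were DMSO with full reaction for no effect and wells lacking NADH for full effect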
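Assay system: diaphorase enzyme from Clostridium kluyveri; Input: enzyme working solution with 0.14 U/mL diaphorase; Timing: 16 min at room temperature; Technique: resorufin fluorescence, excitation 544 nm, emission 590 nm; Benchmarks: positive control minus NADH, DMSO neutral control.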
Active calls of the source: *; · = not tested or not shown.

The opening 2 entries (preview)
compound	PPARg SRC-1 ag	PPARg SRC2 recr	PMI act satM6P	G6PDH counter	PPARg SRC-3 ag	S1P3 antag	ROMK primary	Diaph inh CS	SRC2 TRFRET art	Diaph act CS	PMI act
CCc1cccc2sc(NC(=O)c3ccc(N4C(=O)CCC4=O)cc3)nc12	-2	9	0.9	19	2	-41	-1.4	1	1554	1	1
COC(=O)c1ccc(Oc2c(Cl)cccc2[N+](=O)[O-])cc1	-8	-6	0.9	-10	-4	1	·	21	1460	0.8	0.8

Results (from the top)
compound	PPARg SRC-1 ag	PPARg SRC2 recr	PMI act satM6P	G6PDH counter	PPARg SRC-3 ag	S1P3 antag	ROMK primary	Diaph inh CS	SRC2 TRFRET art	Diaph act CS	PMI act
CCc1cccc2sc(NC(=O)c3ccc(N4C(=O)CCC4=O)cc3)nc12	-2	9	0.9	19	2	-41	-1.4	1	1554	1	1
COC(=O)c1ccc(Oc2c(Cl)cccc2[N+](=O)[O-])cc1	-8	-6	0.9	-10	-4	1	·	21	1460	0.8	0.8
C=CCn1c(SCC(=O)Nc2ccc(-c3nc4ccc(C)cc4s3)cc2)nnc1-c1ccccc1	1	7	1	-7	5	-15	·	5	1427	0.9	0.9
O=P(COCCO)(c1ccccc1)c1ccccc1	-4	5	1	0	3	-30	·	10	1566	0.9	1
O=[N+]([O-])c1ccc(Sc2n[nH]c(-c3ccncc3)n2)nc1	10	3	1.1	2	5	-10	0.56	13	1922	0.9	0.4
C=CCNC(=O)CN1CCC(O)(c2ccc(F)cc2)CC1	8	0	1	1	4	-5	0.13	-4	1686	1	0.9
Cc1ccc(S(=O)(=O)NCc2ccc(C(=O)NCCN(Cc3ccccc3)C(C)C)cc2)cc1	3	-7	1	4	3	-5	-0.48	0	1506	1	1
CSc1nc(C)cc(SCC(=O)Nc2ccc(Cl)cc2Cl)n1	3	7	0.9	3	2	·	-0.63	15	1496	0.8	0.9
O=C(Nc1cccc(C(F)(F)F)c1)C(Sc1ncnc2ccccc12)c1ccccc1 (centres undefined)	4	1	0.9	-13	3	-8	·	12	1528	0.9	0.8
CCCCN(C)CCCNC(=O)CN1C(=O)CSc2ccc(S(=O)(=O)N3CCOCC3)cc21	8	6	1.1	-3	1	-12	-0.22	-4	1745	1	1
Cc1nn(C)cc1CNC(=O)c1ccccc1Br	1	7	0.9	-11	6	-27	-0.022	16	1552	0.8	0.9
Cc1ccc(S(=O)(=O)CC(=O)N(C)C)cc1	-7	10	1	-3	3	·	-0.21	3	1574	1	1
CCSc1nnc(NC(=O)CC)s1	-1	-2	1	1	-5	-39	·	12	1493	0.9	1
O=C1CN(C(=O)CSc2nc3ccccc3n2CCc2ccccc2)c2ccccc2N1	-3	-5	0.9	3	-2	0	·	28	1385	0.7	1
COC(=O)CCN1CCN(S(=O)(=O)c2cccc(Br)c2)CC1	-2	3	1.1	7	2	-6	0.15	2	1488	1	1.1
COC(=O)c1cc2occc2n1Cc1nc(-c2ccc(Cl)cc2)oc1C	6	7	1	8	0	-15	0.94	-1	1464	1	1
O=C(Nc1ccccc1-c1nnn(CC(=O)N2CCOCC2)n1)c1ccc(F)cc1	-3	-4	1.1	11	-5	-9	-0.016	14	1538	0.9	1
Cc1ccc(Cn2cccc(NC(=O)c3ccco3)c2=O)cc1	10	-2	0.7	8	3	-7	-1	24	1885	0.8	0.9
CN(Cc1cccnc1)Cc1cn(C)nc1-c1cccc(Cl)c1	4	3	1.1	14	2	-11	0.00076	9	1641	0.9	1
COCCCn1c(SCCc2ccccc2)nc2cc(OC)c(OC)cc2c1=N	0	-1	0.9	1	4	15	1.8	10	1688	0.9	0.9
COc1ccc(-n2c(C)nn(C)c2=O)cc1	1	6	1	7	0	·	·	5	1558	0.9	1.1
CCN(CC)CCNC(=O)c1c(O)c2cccc3c2n(c1=O)CCC3	6	6	1	9	5	-32	-1.3	-16	1572	1.2	1
CC(C)Cn1c(C(C)C)nc([N+](=O)[O-])c1S(=O)(=O)c1ccc(F)cc1	3	2	1	2	3	·	·	4	1671	1	1
COc1ccc(-c2cc(C(=O)N3CCCc4ccccc43)no2)cc1OC	12	7	0.9	12	4	8	0.15	6	1460	0.9	1
Cc1cc(-c2cc(-c3ccc(Cl)cc3)nc(N)c2C#N)co1	-2	4	1.5	8	0	·	-0.39	18	1923	0.8	1
COc1ccccc1N1CCN(/N=C\c2sccc2C)CC1	2	15	1	6	2	-21	0.62	-3	1580	1	1.1
COc1ccc(CCNC(=O)c2ccc(C)s2)cc1OC	-2	7	1	7	-6	-12	-0.46	11	1501	0.9	1
CCOC(=O)Nc1ccccc1C(=O)Nc1cc(C)cc(C)c1	-1	4	0.8	12	6	12	0.93	22	1463	0.8	0.8
O=C(N/N=C/c1c[nH]c2c1ccc1ccccc12)c1ccc([N+](=O)[O-])cc1	-8	-5	0.8	-1	1	-4	·	3	1526	1	0.8
Nc1nc(SCC(=O)Nc2ccccc2-c2ccccc2)n[nH]1	6	1	1	-7	7	·	·	13	1476	0.9	1

Later entries.
compound	PPARg SRC-1 ag	PPARg SRC2 recr	PMI act satM6P	G6PDH counter	PPARg SRC-3 ag	S1P3 antag	ROMK primary	Diaph inh CS	SRC2 TRFRET art	Diaph act CS	PMI act
O=C(Nc1nc2c(s1)CCCC2)c1ccc(Br)s1	3	0	0.9	5	6	22	·	13	1729	0.9	0.8
COc1ccc(-n2cnnc2SCc2csc(-c3ccccc3)n2)cc1	-2	1	0.9	1	3	12	·	6	1769	0.9	1
CCn1c(O)c(N=NC2=NC(=O)CS2)c2ccccc21	13	9	1.1	2	0	·	·	65*	1528	0.3	1
COc1cc(SC)ccc1C(=O)Nc1ccc2c(c1)CCN2S(C)(=O)=O	-8	-7	1	0	-5	22	0.39	12	1450	0.9	0.9
O=C(Cc1c[nH]c2ccccc12)Nc1nccs1	-4	0	0.9	3	4	6	-1	22	1492	0.8	0.9
O=C(NC1CCCCC1)C(c1cccs1)N(CC1CCCO1)C(=O)c1csnn1 (centres undefined)	-2	5	1.1	1	1	-21	·	-3	1522	1	1.1
COc1ccc2nc(C)[nH]c(=O)c2c1	1	-2	0.9	1	2	11	1.4	24	1409	0.8	0.9
CCNC(=S)N1CCC(C(O)(c2ccccc2)c2ccccc2)CC1	1	6	1	2	8	-7	0.31	16	1695	0.8	0.9
Cc1cccc(NC(=O)/C(=C/c2cccc([N+](=O)[O-])c2)NC(=O)c2cccs2)c1	7	7	1	0	-5	-7	·	7	1708	0.9	0.9
COc1ccc(OC)c(NC(=O)CNC(=O)Cn2ccc3ccccc3c2=O)c1	-10	4	1	-1	0	-30	·	21	1438	0.8	1
c1ccc2c(c1)NC(c1ccncc1)n1c-2nc2ccccc21 (centres undefined)	0	2	1	6	5	·	-1	19	1564	0.8	1
CCN1CCN(c2cc(C)c3cc(NC(=S)N(CC)CC)ccc3n2)CC1	1	13	0.7	0	2	-4	-0.88	-17	1507	1.2	1
CC(=O)c1cc2c(cc1NC(=O)CCn1cccc1)OCO2	9	6	1	-6	9	-3	-0.66	7	1463	0.9	1
CCc1nc(NC(=O)NS(=O)(=O)c2ccccc2C(=O)OC)nc(OC)n1	5	11	1	9	7	5	1.4	0	1602	1	1
C=CCOC(=O)c1ccc(-n2cncn2)nc1	1	4	1	-1	1	·	1.1	6	1649	0.9	1
COc1ccccc1OCC(=O)Nc1ccc(S(=O)(=O)Nc2nc(C)cc(C)n2)cc1	1	5	1	20	3	-2	·	-4	1411	1	1
CCCS(=O)(=O)N1CCN(C(=O)c2ccccc2F)CC1	-1	3	1	4	5	-4	·	3	1477	1	1.1
CC1(C)CN(c2ccc(F)cc2)C1=O	-1	3	1.1	-1	3	0	0.16	4	1543	1	1.1
O=C(Nc1nnc(C2CC2)s1)c1cc(-c2ccccc2)nn1-c1ccccc1	8	8	1	2	3	·	0.74	10	1629	0.9	1

Shown with values under each structure: part of the list above.
Sequence of screens: PPARg SRC-1 ag	PPARg SRC2 recr	PMI act satM6P	G6PDH counter	PPARg SRC-3 ag	S1P3 antag	ROMK primary	Diaph inh CS	SRC2 TRFRET art	Diaph act CS	PMI act
- O=C(Nc1nnc(C2CC2)s1)c1cc(-c2ccccc2)nn1-c1ccccc1
    8	8	1	2	3	·	0.74	10	1629	0.9	1
- O=C(Cc1c[nH]c2ccccc12)Nc1nccs1
    -4	0	0.9	3	4	6	-1	22	1492	0.8	0.9
- CCc1nc(NC(=O)NS(=O)(=O)c2ccccc2C(=O)OC)nc(OC)n1
    5	11	1	9	7	5	1.4	0	1602	1	1
- c1ccc2c(c1)NC(c1ccncc1)n1c-2nc2ccccc21 (centres undefined)
    0	2	1	6	5	·	-1	19	1564	0.8	1
